# Compound activity from PubChem.
# PREPL inh – human PREPL enzyme inhibition | inhibition, % at 5.96 µM | Q4J6C6 | recombinant PREPL, fluorescence polarization activity-based probe | AID 2751 | 320,000 tested, 0.68% active; in the data active = inhibition above about 43%;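 also: 0% = enzyme with DMSO and 100% = wells lacking enzyme; many of its hits are not listed in these tables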
# PP1 counter – PP1-alpha (human) inhibition in PP5 counter-screen; P62136; purified PP1alpha, OMFP fluorescence; inhibition, % at 6.7 µM; 320,000 tested, 0.9% active; AID 2235;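 active = inhibition above the mean inhibition of all tested compounds plus 3 SD, computed separately for each screening campaign, cut at about 15% in these data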
# Target sequence (P62136 whole entry, looked up): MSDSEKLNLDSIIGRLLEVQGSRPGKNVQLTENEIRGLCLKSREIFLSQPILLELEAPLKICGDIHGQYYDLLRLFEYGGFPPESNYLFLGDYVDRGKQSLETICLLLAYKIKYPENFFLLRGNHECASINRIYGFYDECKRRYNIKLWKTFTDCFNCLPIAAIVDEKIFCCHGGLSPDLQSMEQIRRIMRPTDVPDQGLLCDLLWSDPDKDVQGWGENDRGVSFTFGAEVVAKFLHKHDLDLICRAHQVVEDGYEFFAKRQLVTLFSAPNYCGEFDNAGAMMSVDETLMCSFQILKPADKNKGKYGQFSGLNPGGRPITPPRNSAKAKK
# CTSL1 counter – blocks F. hepatica cathepsin L1 in PFM18AAP counter-screen. recombinant F. hepatica cathepsin L1, Z-Leu-Arg-MCA fluorescence. inhibition, % at 5.96 µM. 300,000 tested, 0.49% active. AID 1906;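 active = inhibition above the mean of all tested compounds plus 3 SD, set per screening campaign, cut at about 17% in these data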;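 also: 0% = plate median of test compound wells and 100% = 1 µM Z-Phe-Ala-diazomethylketone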
# TPT1 inhibitor – C. albicans TPT1 enzyme inhibition. recombinant caTPT1, FP RNA substrate dephosphorylation. inhibition, % at 5 µM. 300,000 tested, 0.81% active;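 active = inhibition above the mean of all tested compounds plus 3 SD, set per screening campaign, cut at about 24% in these data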;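 also: plate controls were DMSO alone for no effect and ferristatin control at 100 nM for full effect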
# EBNA-1 inhibitor – blocks EBNA-1 binding to DNA | 300,000 tested, 0.34% active | EBNA-1 DNA binding, fluorescence polarization | inhibition, % at 14.8 µM; in the data active = inhibition above about 28%
# Efflux pump inh – antifungal efflux pump inhibition, Nile Red retention. S. cerevisiae Candida pump triplex. inhibition, % at 10 µM. 330,000 tested, 0.44% active. AID 485275;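 active = plate passing quality check with inhibition over a set limit, or well fluorescence over plate mean plus 4 SD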;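 also: Nile Red retained in pooled yeast measured as flow cytometry median fluorescence; 0% = buffer negative control and 100% = Enniatin B positive control; higher means more Nile Red kept so more efflux inhibition; some compounds called inactive have numbers as strong as hits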
# PP5 inh – inhibitors of human protein phosphatase 5 (PP5). P53041. purified PP5c, OMFP substrate fluorescence. inhibition, % at 6.7 µM. 320,000 tested, 0.18% active. AID 1987;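 active = inhibition above the campaign's mean inhibition across all tested compounds plus 3 SD, cut at about 9.5% in these data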;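 also: 0% = DMSO only and 100% = 100 µM cantharidin control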
# Target sequence (P53041 whole entry, looked up): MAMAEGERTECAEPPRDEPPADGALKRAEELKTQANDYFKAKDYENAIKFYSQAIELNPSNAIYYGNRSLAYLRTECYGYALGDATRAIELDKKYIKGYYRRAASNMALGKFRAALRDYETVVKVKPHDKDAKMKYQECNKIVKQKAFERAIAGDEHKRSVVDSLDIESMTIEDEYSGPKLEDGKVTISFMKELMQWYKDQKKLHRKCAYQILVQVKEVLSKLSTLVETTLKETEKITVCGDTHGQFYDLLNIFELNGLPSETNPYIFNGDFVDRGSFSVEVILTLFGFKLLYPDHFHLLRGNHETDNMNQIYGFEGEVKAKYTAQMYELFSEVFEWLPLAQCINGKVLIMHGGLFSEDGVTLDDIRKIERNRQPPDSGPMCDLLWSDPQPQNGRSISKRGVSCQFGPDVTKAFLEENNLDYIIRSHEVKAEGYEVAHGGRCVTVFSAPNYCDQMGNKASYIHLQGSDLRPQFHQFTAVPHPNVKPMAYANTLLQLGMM
# HCV core dimer – HCV core protein dimerization inhibition; TR-FRET GST/Flag-core106 dimerization, 1536-well; inhibition, % at 5 µM; 300,000 tested, 0.33% active; AID 1899;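 active = inhibition above the mean of all tested compounds plus 3 SD, set per screening campaign, cut at about 45% in these data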
#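 System: GST-tagged and Flag-tagged HCV core protein residues 1-106 / Input: core106 proteins, GST 13.5 nM and Flag 17 nM / Buffer or medium: KF-containing HEPES buffer, pH 7.45, DTT, CHAPS, BSA / Probe or stimulus: Eu-anti-GST and XL665-anti-Flag labelled anti-tag antibodies / Schedule: 4 h, 22.5 °C incubation / Technique: TR-FRET 671 and 617 nm emission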
# ZTA counter – ZTA (EBV) inhibition in EBNA-1 counter-screen. P03206. ZTA-DNA binding, fluorescence polarization. inhibition, % at 11 µM. 320,000 tested, 0.15% active. AID 2234; in the data active = inhibition above about 33%
# Target sequence (P03206 whole entry, looked up): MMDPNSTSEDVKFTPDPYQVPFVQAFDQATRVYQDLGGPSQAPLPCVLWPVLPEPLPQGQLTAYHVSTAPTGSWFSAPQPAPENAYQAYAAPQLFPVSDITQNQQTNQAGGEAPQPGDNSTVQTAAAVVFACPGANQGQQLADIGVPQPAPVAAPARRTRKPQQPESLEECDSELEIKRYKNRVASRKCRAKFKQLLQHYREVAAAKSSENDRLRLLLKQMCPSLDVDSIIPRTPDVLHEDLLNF
# An asterisk follows results filed as active; x = no result given.
canonical_smiles	PREPL inh	PP1 counter	CTSL1 counter	TPT1 inhibitor	EBNA-1 inhibitor	Efflux pump inh	PP5 inh	HCV core dimer	ZTA counter
CS(=O)(=O)N(CC(=O)Nc1ccccc1C(=O)N1CCOCC1)c1ccccc1	-11	-4	4	0	-4	-0.2	-1.4	-6	-12
CCOC(=O)CSc1cc(=O)n(CC)c2ccccc12	7	2	0	-2	1	-0.1	0.6	3	4
CC(C)c1nc2sc3c(NCc4ccco4)ncnc3c2c2c1COC(C)(C)C2	6	1	4	-2	2	-0.1	0.4	15	-5
COc1cccc(NC(=O)CN2CCC(C)CC2)c1	10	-1	-1	-1	-5	0.0	0.8	-5	-12
Cc1nn(C(C)C(=O)NCc2cccs2)c(C)c1[N+](=O)[O-] (stereo not drawn)	-2	-6	-3	-1	6	0.1	-0.9	2	5
COC(=O)c1ccccc1NC(=O)C1CCCN(S(C)(=O)=O)C1 (stereo not drawn)	4	-3	3	-1	2	0.1	-1.5	-3	-16
CCCCn1c(N)c(N(CC(C)C)C(=O)c2cccc(-n3cnnn3)c2)c(=O)[nH]c1=O	32	4	0	-6	7	-0.1	-1.3	-8	-4
CCOC(=O)c1nn(-c2ccc(OC)cc2)c(=O)c2c(N)scc12	16	0	10	0	6	0.0	1.5	-1	0
Cc1ccc(NC(=O)C2CCCN2S(=O)(=O)c2ccc3c(c2)n(C)c(=O)c(=O)n3C)c(C)c1 (stereo not drawn)	16	-7	6	0	2	0.1	-0.6	0	6
COc1ccc(/C(C)=N/OCC(=O)Nc2nc3ccccc3s2)cc1	-30	6	-3	0	3	-0.6	0.6	-1	20
COc1ccc(Nc2ncnc3sc(C)cc23)c(OC)c1	-24	-4	-2	-1	0	-0.2	2.5	-3	5
Cn1cc(CN(CCO)Cc2cccs2)c(-c2cccc(Cl)c2)n1	4	-1	5	-3	1	0.0	1.0	-4	-10

# Limited to PP1 counter, for some of the entries so far:
mol,PP1 counter
CS(=O)(=O)N(CC(=O)Nc1ccccc1C(=O)N1CCOCC1)c1ccccc1,-4
CCOC(=O)CSc1cc(=O)n(CC)c2ccccc12,2

# Next structures:
canonical_smiles	PREPL inh	PP1 counter	CTSL1 counter	TPT1 inhibitor	EBNA-1 inhibitor	Efflux pump inh	PP5 inh	HCV core dimer	ZTA counter
COc1ccc2c(c1)C(c1ccc(Cl)cc1)NC(=O)C2 (stereo not drawn)	1	-1	-3	-2	10	-0.1	-1.4	-16	-14
COc1ccc(C(=O)C2CCCN(C(=O)C3CCOCC3)C2)c(C)c1 (stereo not drawn)	2	2	1	-1	-4	-0.2	2.5	1	16
COc1ccc(C(=O)COC(=O)/C=C/c2ccccc2)c(OC)c1	7	3	x	x	x	-0.2	3.0	x	-18
Cc1ccc(-c2c[n+](CC(=O)Nc3cc(=O)n(C)c(=O)n3C)c3n2CCC3)cc1	29	0	-8	-2	-5	-0.2	-1.1	-6	10
CC1=C(C(=O)NC2CCCc3c2cnn3-c2cccc(C)c2C)OCCO1 (stereo not drawn)	-2	-7	-14	1	-11	2.2	5.2	0	-19
Cn1nc(C(=O)Oc2cc(=O)n(C)c3ccccc23)c2ccccc2c1=O	8	0	-2	2	-18	0.3	-1.8	1	2
Cc1ccc(CCNC(=O)c2nnn(-c3cc(C)cc(C)c3)c2N)cc1	5	5	0	-4	-12	0.0	3.7	-1	-12
O=C(NCCCNCc1ccccc1)/C(=N\O)c1ccccc1	13	-3	-3	-3	-4	-0.1	2.1	-9	-5
CC(C)[C@H](NC(=O)N1CCn2c1nc1ccccc12)C(=O)NCc1ccc(F)cc1	1	-4	6	0	-26	0.0	-0.5	-12	-8
CC(CNC(=O)c1ccc(OC2CCN(Cc3ccccn3)CC2)cc1)Oc1cccnc1 (stereo not drawn)	0	-2	0	0	4	0.1	1.3	-2	-2
Cc1cccc(NC(=O)c2nc[nH]c2C(=O)N[C@@H](Cc2ccccc2)C(=O)OCc2ccccc2)c1	-24	2	3	0	4	0.3	6.3	-1	3
Cc1cc(C)cc(Nc2nc3c(S(=O)(=O)c4ccccc4)nnn3c3ccccc23)c1	-2	-1	1	2	2	-0.6	0.2	-6	14

# (cont.)
canonical_smiles	PREPL inh	PP1 counter	CTSL1 counter	TPT1 inhibitor	EBNA-1 inhibitor	Efflux pump inh	PP5 inh	HCV core dimer	ZTA counter
CNC(=O)NC(=O)Cn1cnc2sc(-c3ccccc3)cc2c1=O	0	-4	1	0	-4	0.1	2.0	-3	1
Cc1ccc(C)c(S(=O)(=O)N2CCN(C(=O)Cn3[nH]c(=O)c4ccccc4c3=O)CC2)c1	8	2	4	-10	-8	0.0	2.0	-3	-31
Cc1cc(NS(=O)(=O)c2ccc(NC(=S)NCc3ccccc3)cc2)no1	-4	-3	3	3	-2	-0.1	-2.1	3	9
O=C(C(=O)N1CCN(c2ccc(F)cc2)CC1)N1CCCCC1	7	-2	-2	0	4	0.0	-0.7	-2	7
CC(=O)N1CCN(C(=O)c2ccc(Cl)c(S(=O)(=O)N3CCCCCC3)c2)CC1	2	0	x	x	x	-0.2	2.0	x	13
CC(C)c1cc(C(=O)N2CCCC(C(=O)c3ccc4ccccc4c3)C2)on1 (stereo not drawn)	30	-2	6	-3	1	0.3	0.5	2	-6
COc1ccc(C(=O)NCCCOc2cccc(NC(C)=O)c2)cc1	0	-3	-5	-1	-6	0.0	0.7	-1	-17
CCOC(=O)c1c(NC(=O)CSc2nnc(-c3ccc(OC)cc3)o2)sc2c1CCC2	-1	-2	0	2	-8	0.2	2.7	3	-9
COc1ccccc1N1C(=O)C2C3C=CC(C3)C2(C)C1=O (stereo not drawn)	-1	-4	4	-8	-2	0.0	-0.6	5	8
CCN(CC)Cc1c(O)ccc2occ(C(=O)c3ccc(OC)cc3)c12	43	-2	1	2	0	-0.1	-1.5	-3	8
CCc1ccc(Nc2n[n+](-c3ccccc3)c(/C=C/c3ccccc3)s2)cc1	-5	6	-3	-2	-8	0.1	3.8	-14	6
CCOc1ccc(NC(=O)C(C)Sc2nnnn2C)cc1 (stereo not drawn)	4	0	-1	-3	13	0.1	1.5	-2	-3

# At a glance, some entries already given.
canonical_smiles	PREPL inh	PP1 counter	CTSL1 counter	TPT1 inhibitor	EBNA-1 inhibitor	Efflux pump inh	PP5 inh	HCV core dimer	ZTA counter
CCN(CC)Cc1c(O)ccc2occ(C(=O)c3ccc(OC)cc3)c12	43	-2	1	2	0	-0.1	-1.5	-3	8
CCc1ccc(Nc2n[n+](-c3ccccc3)c(/C=C/c3ccccc3)s2)cc1	-5	6	-3	-2	-8	0.1	3.8	-14	6
CCOc1ccc(NC(=O)C(C)Sc2nnnn2C)cc1 (stereo not drawn)	4	0	-1	-3	13	0.1	1.5	-2	-3

# (listing goes on)
canonical_smiles	PREPL inh	PP1 counter	CTSL1 counter	TPT1 inhibitor	EBNA-1 inhibitor	Efflux pump inh	PP5 inh	HCV core dimer	ZTA counter
CCOC(=O)Cn1nc(C)n(-c2c(C)cccc2C)c1=O	8	1	-4	1	-1	0.0	-1.2	-2	8
COCCSc1ccccc1C(=O)N1CCN(c2ccccc2OC)CC1	13	-2	-4	2	-6	-0.2	-1.1	-5	-22
CCCCn1c(N)c(N(CCOC)C(=O)c2cc(-c3ccccc3)nc3ccccc23)c(=O)[nH]c1=O	1	-5	0	-2	-2	-0.1	-2.0	5	3
COc1ccc(CCNC(=O)c2cc(=O)c3ccc(C)cc3o2)cc1OC	-11	-2	-1	4	-1	0.0	1.9	-3	10
Cc1ccc(NC(=O)c2ccccc2Cl)cc1-n1cnnn1	1	-4	-2	3	-3	0.1	-1.9	5	-4
COc1ccc(-c2cn[nH]c2C)cc1	3	-4	-1	-4	8	0.0	-0.8	1	4
Cc1cc(C)c(S(=O)(=O)NC2CC(C)(C)NC(C)(C)C2)cc1C	20	1	4	-1	5	0.3	2.2	-15	4
CC1(C)CC(=O)C(C=NCCN2CCN(CC(=O)Nc3ccc(F)cc3)CC2)=C(O)C1	-1	-2	-4	-5	17	0.0	-1.1	0	12
Cc1ccc(Sc2cc(N3CCOCC3)nc(-c3ccccc3)n2)cc1	7	-1	1	-2	-5	0.1	4.2	7	9
O=Cc1ccc(N2N=C(c3ccccc3)CC2c2ccccc2)cc1 (stereo not drawn)	16	12	9	7	-11	0.1	0.0	10	-9
CC1CCN(C2CCN(S(=O)(=O)c3ccc(C(F)(F)F)cc3)CC2)CC1	-9	-1	-2	-1	5	-0.1	1.6	-13	-17
O=c1cc(N2CCc3ccccc3C2)[nH]c(=O)n1Cc1ccc(F)cc1	9	-3	-1	-1	-2	0.0	0.9	5	3

# Next records:
canonical_smiles	PREPL inh	PP1 counter	CTSL1 counter	TPT1 inhibitor	EBNA-1 inhibitor	Efflux pump inh	PP5 inh	HCV core dimer	ZTA counter
O=S(=O)(c1ccccc1)c1cnn(-c2ccccc2)c1-c1ccc(Cl)cc1	19	6	1	-2	4	-0.1	-0.1	1	-15
CCOc1ccccc1Cn1c(=O)oc2ccc(C)cc21	-21	1	2	-6	-3	0.1	0.9	5	9
CC1=CC2=NC(=O)/C(=C\c3cccn3CCOc3cc(C)ccc3C)C(=N)N2O1	-23	0	-1	1	3	-0.2	3.6	11	-2
COc1ccc(N(C(=O)CNC(=O)c2ccco2)C(C(=O)NCC2CCCO2)c2ccccc2)cc1Cl (stereo not drawn)	-2	1	-1	-1	7	0.0	0.8	3	10
COc1ccc(NC(=O)/C(C#N)=C/c2cc(C)n(-c3ccc(N4CCOCC4)c([N+](=O)[O-])c3)c2C)cc1	2	-4	1	3	-2	0.2	-1.2	26	4
COCc1[nH]nc2c1C(c1sccc1C)C(C#N)=C(N)O2 (stereo not drawn)	1	-1	0	-3	-6	0.3	3.4	-9	5
COC(=O)CC1C(=O)NCCN1C(=O)CSc1nnnn1-c1ccc(Cl)cc1 (stereo not drawn)	-2	-3	-2	-1	-1	0.2	-0.1	-1	6
O=C(CC1(O)C(=O)Nc2ccccc21)c1ccccc1O (stereo not drawn)	1	0	-4	0	8	0.0	-2.6	-2	5
CCOc1cccc(/C=C/c2cc(C(=O)O)c3ccccc3n2)c1OC	5	-2	3	1	-8	0.3	-1.1	2	-2
CCCN(Cc1ccccc1)C(=S)Nc1ccc(C(C)=O)cc1	12	1	-3	0	-14	0.2	1.3	3	14
COc1ccc(NC(=O)/C(=C\c2cc(OC)c(OC)cc2[N+](=O)[O-])NC(=O)c2ccccc2)cc1	21	0	4	0	1	-0.2	-2.6	4	-13
CCCOc1ccc(C(=O)NCCc2ccccc2)cc1	-6	1	8	0	-2	0.0	3.2	-6	-5

# Further compounds follow.
canonical_smiles	PREPL inh	PP1 counter	CTSL1 counter	TPT1 inhibitor	EBNA-1 inhibitor	Efflux pump inh	PP5 inh	HCV core dimer	ZTA counter
Cc1cc(Nc2ccc(F)cc2C)n2ncnc2n1	9	-6	-7	1	-5	0.5	2.8	6	-8
O=S(=O)(NCc1ccc(F)cc1)c1ccc2c(c1)OCCO2	8	-1	1	2	-4	0.0	-5.1	-6	11
CCOc1ccccc1C(=O)NC(C(=O)OCC(=O)Nc1nnc(-c2ccccc2)o1)C(C)C (stereo not drawn)	-12	16*	-8	-6	1	0.1	1.5	13	2
CCCCN1C(=O)CCC(C(=O)O)C1c1ccccc1 (stereo not drawn)	11	-3	-1	-2	-6	0.2	0.9	-5	24
COc1ccc(C)cc1N(CC(=O)N1CCCC1)S(=O)(=O)c1ccccc1	16	0	-1	0	-11	0.3	-6.3	-3	-5
CCOC(=O)C1C(CC)NC(=S)NC1(C)O (stereo not drawn)	-18	0	-2	3	3	0.0	1.4	-3	-3
Cc1cc(-n2nc(C)cc2C)n2ncc(-c3ccccc3)c2n1	0	-1	2	1	-10	0.1	1.9	1	-1
CCC(=O)N(Cc1cc(=O)[nH]c2ccccc12)c1ccccc1	-4	1	-4	-2	-4	0.0	1.6	18	-1
N#CCc1ccc(NC(=O)Cn2c(=O)oc3ccccc32)cc1	1	-5	4	0	4	-0.3	0.5	10	13

# The list is partial; rates above refer to the full screens.
